Salmonella PhoP GFP – Inhibition of PhoP regulon, Salmonella typhi GFP reporter cells, confirmation, 4 h (AID 1850); Salmonella Typhi PhoP-promoter GFP reporter, fluorescence, 4 h; higher % means a stronger effect; actives 0.33% (n = 310,000); inhibition, % at 50 µM; hits with a dose series show IC50 in µM; in the data active = a potency from the dose series; inconclusive = inhibition mostly from about 25% at the one dose, without a potency; inactive = the rest, 99 in 100 with inhibition below about 19%;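 also: 0% = induced wells with vehicle and 100% = uninduced wells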
VEEV TC-83 Vero – inhibitors of VEEV TC-83 cytopathic effect, confirmation, Vero cells (AID 588727). Vero cells, VEEV TC-83 cytopathic effect inhibition; higher % means a stronger effect. one-dose inhibition, % at 20 µM; IC50 in µM for titrated hits. actives 0.13% (n = 350,000); in the data active = a potency from the dose series; inconclusive = inhibition mostly from about 14% at the one dose, without a potency; inactive = the rest, 99 in 100 with inhibition below about 12%; also: strong numbers were not always called active
M. tuberculosis – growth inhibition of non-replicating M. tuberculosis (AID 488890). inhibition, % at 25 µM; hits with a dose series show IC50 in µM. actives 0.39% (n = 320,000). Mycobacterium tuberculosis non-replicating, growth inhibition; higher % means a stronger effect; in the data active = a potency from the dose series; inconclusive = inhibition mostly from about 82% at the one dose, without a potency; inactive = the rest, 99 in 100 with inhibition below about 76%;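 also: plate controls were DMSO cells for no effect and high antibiotic wells for full effect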
H37Rv inhibition – M. tuberculosis growth inhibition, HTS (AID 449762); M. tuberculosis H37Rv growth inhibition, 7H9 media; higher % means a stronger effect; inhibition, % at 25 µM, or IC50 in µM where a hit was titrated; actives 0.59% (n = 330,000); in the data active = a potency from the dose series; inconclusive = inhibition above about 70% without an active follow-up result;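 also: bacterial growth assessed after seven days of incubation; strong numbers were not always called active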
H1N1 NS1A inhibition – H1N1 influenza NS1A inhibitors, functional cell based assay (AID 504329). NS1A functional cell-based assay, percent inhibition; higher % means a stronger effect. inhibition, % at 12.5 µM; hits with a dose series show IC50 in µM. actives 0.3% (n = 340,000); in the data active = a potency from the dose series; inconclusive = inhibition above about 27% without an active follow-up result; also: strong numbers were not always called active
VEEV TC-83 Vero 10K pilot screen – recorded beside VEEV TC-83 Vero, whose call it bears; inhibition, %; measured here: 10K pilot screen inhibition
An asterisk follows results filed as active; i = inactive; ? = inconclusive; · = not tested or not shown.

SMILES	Salmonella PhoP GFP	VEEV TC-83 Vero	M. tuberculosis	H37Rv inhibition	H1N1 NS1A inhibition	others
COc1ccc(C(CC(=O)N2CCCCC2)NC(=O)C(F)(F)F)cc1 (stereo not given)	13%	0.4%	0%	1%	7%
CCc1c(C#N)c(SCCC(=O)Nc2ccc(C)cc2)nc2c1C(=O)CC(C)(C)C2	11%	9.2%	7%	-11%	4%
Cc1c(Cl)c([N+](=O)[O-])nn1CC(=O)N1CCN(Cc2ccccc2)CC1	-1%	9.0%	-6%	-5%	5%
CN1CCN(C(=O)CN(C2CCCCC2)S(=O)(=O)c2ccccc2)CC1	·	0.1%	·	·	8%
CN(C(=O)c1cccc(NC(=O)Cc2ccc(NC(=O)C3CCCN(S(=O)(=O)c4cccc([N+](=O)[O-])c4)C3)cc2)c1)C1CCCC1 (stereo not given)	·	i	·	·	-9%
O=C(NCc1ccccn1)c1nc(Cn2ccc([N+](=O)[O-])n2)no1	29%	i	-12%	-3%	3%
COc1ccc(CCNCC2CCCO2)cc1 (stereo not given)	-1%	i	-3%	3%	-24%
NC(=O)c1c(NC(=O)Cn2nc(C(=O)O)c3ccccc3c2=O)sc2c1CCCC2	-3%	3.1%	20%	11%	-11%
O=S(=O)(NCc1ccc(Cl)cc1Cl)c1ccc(N2CCOCC2)nc1	-10%	2.5%	5%	6%	-1%
O=C(Nc1ccc(Cl)cn1)c1cccc2ccccc12	-2%	7.5%	30%	8%	-8%
CN(C(=O)c1cccc(NC(=O)Cc2ccc(NC(=O)C3CCN(C(=O)C4CC4)CC3)cc2)c1)C1CC1	·	0.0%	·	·	-7%
COc1ccc(C(=O)NCC(=O)OCCOc2ccc(Cl)cc2)cc1OC	·	10.0%	19%	-5%	0%
COc1ccc(CCNS(=O)(=O)c2ccc3[nH]c(=O)[nH]c3c2)cc1	·	7.0%	22%	-7%	0%
CCOC(=O)c1cc(-c2ccc(C)o2)n[nH]1	-16%	0.5%	0%	-2%	14%
Nn1c(-c2ccccc2)cc(-c2ccccc2)cc1=O	-2%	i	7%	-3%	13%
COCCn1nnnc1C(c1cc2cc(C)cc(C)c2[nH]c1=O)N1CCN(c2ccccc2F)CC1 (stereo not given)	1%	2.4%	3%	3%	-9%
Cc1ccc(S(=O)(=O)N2CCCC2)cc1C(=O)NCc1ccccc1CN1CCCC1	·	0.3%	-1%	0%	-6%
O=C1NCCCc2c1oc1ccc(O)cc21	-6%	i	-3%	-22%	-1%
CCc1ccccc1NC(=S)N(CCN1CCCCCC1)Cc1ccco1	-8%	i	39%	-1%	1%
O=S(=O)(c1ccc(Cl)cc1)n1nnc2ccccc21	5%	0.7%	-5%	-5%	7%
Cc1noc(C(F)(F)F)c1C(=O)NNC(=O)c1ccccc1	0%	1.3%	4%	-20%	-1%
O=C(CN1CCCC1)NC12CC3CC(CC(C3)C1)C2	-2%	0.8%	2%	5%	4%
Oc1ccccc1/C=C/c1noc(-c2ccccc2O)n1	1%	3.6%	4%	6%	-4%
COc1cc(CNCc2cc(OC)ccc2OC)cc(OC)c1	2%	i	-4%	2%	3%
CC(C)CCn1cnc2c(oc3nc4c(cc32)CCCC4)c1=O	13%	9.5%	40%	2%	2%
Cn1c2c(c3cc([N+](=O)[O-])ccc31)CCCC2	1%	0.6%	17%	-1%	-4%
CCC(=O)NCCC(c1ccco1)c1ccccc1OC (stereo not given)	-3%	1.6%	7%	-2%	-1%
COc1ccc2c(c1OC)C(=O)N(c1ccccc1)C2=O	10%	0.1%	1%	-8%	-10%
Cc1ccc(CC(C(=O)O)C(C)C(=O)Nc2ccc(F)cc2)cc1 (stereo not given)	4%	1.0%	-1%	1%	-1%
O=c1c(-c2nc3ccccc3s2)cccn1Cc1ccc(Cl)c(Cl)c1	14%	2.6%	3%	-18%	-24%
C=CCNC(=O)COC(=O)c1cc(S(=O)(=O)N2CCOCC2)ccc1N1CCCCC1	12%	1.2%	-29%	0%	17%
COc1ccc(-c2csc(/C(C#N)=C(\O)CSc3nccn3C)n2)cc1OC	6%	9.1%	3%	1%	-6%
CCOc1ccccc1C(=O)Nc1cnn(Cc2ccc(F)cc2)c1	4%	1.6%	23%	6%	25%	VEEV TC-83 Vero 10K pilot screen=3.8
CCOCCCNCC(O)c1ccccc1 (stereo not given)	-8%	0.0%	3%	-2%	-6%
Cc1ccc(S(=O)(=O)Nc2ccccc2/C=N/c2nc3ccccc3n2C)cc1	6%	2.0%	77%	-3%	2%
COc1ccc(O)c(CN2CCCC(C(=O)c3ccccc3SC)C2)c1 (stereo not given)	2%	i	15%	8%	9%
COc1cc(C(C(=O)NC(C)(C)C)N(Cc2ccccc2)C(=O)c2cnccn2)cc(OC)c1OC (stereo not given)	-9%	1.4%	8%	0%	-14%
CN(C)S(=O)(=O)c1cccc(NC(=S)NN=C(Cc2ccccc2)Cc2ccccc2)c1	-25%	0.2%	-13%	2%	-2%
Cc1nc(SCCOc2ccccc2)[nH]c(=O)c1Cc1ccccc1	-1%	0.6%	-13%	-2%	0%
Cn1c(NC(=O)c2ccco2)cc(=O)n(C)c1=O	-9%	i	-5%	-6%	-2%

An excerpt of the results above, for reference:
SMILES	Salmonella PhoP GFP	VEEV TC-83 Vero	M. tuberculosis	H37Rv inhibition	H1N1 NS1A inhibition	others
Cn1c2c(c3cc([N+](=O)[O-])ccc31)CCCC2	1%	0.6%	17%	-1%	-4%
CCC(=O)NCCC(c1ccco1)c1ccccc1OC (stereo not given)	-3%	1.6%	7%	-2%	-1%
COc1ccc2c(c1OC)C(=O)N(c1ccccc1)C2=O	10%	0.1%	1%	-8%	-10%
Cc1ccc(CC(C(=O)O)C(C)C(=O)Nc2ccc(F)cc2)cc1 (stereo not given)	4%	1.0%	-1%	1%	-1%
O=c1c(-c2nc3ccccc3s2)cccn1Cc1ccc(Cl)c(Cl)c1	14%	2.6%	3%	-18%	-24%
C=CCNC(=O)COC(=O)c1cc(S(=O)(=O)N2CCOCC2)ccc1N1CCCCC1	12%	1.2%	-29%	0%	17%
COc1ccc(-c2csc(/C(C#N)=C(\O)CSc3nccn3C)n2)cc1OC	6%	9.1%	3%	1%	-6%
CCOc1ccccc1C(=O)Nc1cnn(Cc2ccc(F)cc2)c1	4%	1.6%	23%	6%	25%	VEEV TC-83 Vero 10K pilot screen=3.8
CCOCCCNCC(O)c1ccccc1 (stereo not given)	-8%	0.0%	3%	-2%	-6%
Cc1ccc(S(=O)(=O)Nc2ccccc2/C=N/c2nc3ccccc3n2C)cc1	6%	2.0%	77%	-3%	2%
COc1ccc(O)c(CN2CCCC(C(=O)c3ccccc3SC)C2)c1 (stereo not given)	2%	i	15%	8%	9%
COc1cc(C(C(=O)NC(C)(C)C)N(Cc2ccccc2)C(=O)c2cnccn2)cc(OC)c1OC (stereo not given)	-9%	1.4%	8%	0%	-14%
CN(C)S(=O)(=O)c1cccc(NC(=S)NN=C(Cc2ccccc2)Cc2ccccc2)c1	-25%	0.2%	-13%	2%	-2%
Cc1nc(SCCOc2ccccc2)[nH]c(=O)c1Cc1ccccc1	-1%	0.6%	-13%	-2%	0%
Cn1c(NC(=O)c2ccco2)cc(=O)n(C)c1=O	-9%	i	-5%	-6%	-2%

Following part
SMILES	Salmonella PhoP GFP	VEEV TC-83 Vero	M. tuberculosis	H37Rv inhibition	H1N1 NS1A inhibition	others
OC1(c2ccc(OC(F)F)cc2)CSC(=Nc2cccnc2)N1Cc1ccco1 (stereo not given)	·	i	·	·	-6%
Nc1nc(Cl)cc(NCCc2ccccc2)n1	0%	·	25%	5%	·
O=C(c1ccccc1F)N1CCCC(C(=O)N2CCN(c3ccccc3)CC2)C1 (stereo not given)	7%	0.2%	7%	-9%	7%
O=C(Cn1ccc([N+](=O)[O-])n1)N1CCCCCC1	-11%	3.8%	9%	4%	-25%
CCOC(=O)C1(C(F)(F)F)N=C(C(F)(F)F)Nc2ccc(F)cc21 (stereo not given)	13%	0.5%	17%	3%	-3%
COc1cc(C(=O)OCCCOC(=O)c2cc(OC)c(OC)c(OC)c2)cc(OC)c1OC	-11%	8.2%	11%	-21%	2%
CCC1=C(OC(=O)N(CC)CC)N2C(=O)OC(=NCC3CC3)[C@]2(C)[C@H]2C1=CC[C@H]1C(=O)N(CC)C(=O)[C@H]12	8%	i	-12%	-16%	-6%	VEEV TC-83 Vero 10K pilot screen=0.5
O=C(/C=C/c1cccc([N+](=O)[O-])c1)NCCN1CCOCC1	-9%	0.1%	1%	11%	-5%
COC(=O)c1sc(N)nc1C(C)(C)C	-8%	0.6%	-8%	4%	5%
CC1=CN2C(=NC(=O)CC2(C)C(=O)N(CC(=O)NC2CCCC2)Cc2ccc(Cl)cc2)C=C1 (stereo not given)	5%	0.4%	-25%	4%	-10%
CCN(CC)S(=O)(=O)c1ccc(C(=O)NCCCn2ccnc2)cc1	-5%	0.3%	-2%	-1%	-8%
COc1cc2c3c(c1OC)C1(C=CC(=O)C=C1)CC3N(C(C)=O)CC2 (stereo not given)	-5%	0.8%	-13%	-10%	10%
CC1CCCCC12NC(=O)N(CC(=O)NCCc1ccc(F)cc1)C2=O (stereo not given)	·	i	18%	4%	-9%
COc1cc(/C=N/Nc2cccc(C)c2)ccc1OC(=O)c1cccs1	-11%	2.0%	?	-3%	-4%
CC(O)CNc1ncnc2nc[nH]c12 (stereo not given)	9%	1.2%	-9%	-4%	13%
O=C(/C=C/c1ccc(O)cc1)c1ccccc1	35%	2.4%	57%	53%	-14%
COc1ccc(NC(=O)C(OC)c2ccccc2)cc1Cl (stereo not given)	1%	2.1%	-1%	-2%	-6%
Cc1ccc(C(=O)C2CCN(C(=S)NCCCOC(C)C)CC2)cc1	1%	i	20%	7%	5%
COc1cc(OC)cc(C(=O)NC2CCN(C(=O)N3c4ccccc4Sc4ccccc43)CC2)c1	-6%	0.7%	25%	10%	3%
COc1ccc(OC)c(S(=O)(=O)NNC(=S)Nc2ccc3c(c2)OCO3)c1	-12%	i	6%	67%	-14%
Cc1ccc(Cn2ncc3c(N4CCN(CC#N)CC4)ncnc32)cc1	-2%	6.6%	6%	4%	10%
CCOC(=O)c1ccccc1NC(=O)CSc1nc2ccccc2c(=O)[nH]1	-1%	0.6%	-6%	-1%	4%
COc1ccc(-c2c(C(C)=O)c(C)nc3sc4c(=N)n(N)cnc4c23)cc1	-6%	2.3%	-2%	2%	-6%
CSc1cccc(NC(=S)N(CCN(C)C)C(C)c2ccncc2)c1 (stereo not given)	8%	0.5%	-12%	1%	14%
CC(C)CC(C(=O)NC1CCCC1)N(Cc1cccs1)C(=O)c1snc(C(N)=O)c1N (stereo not given)	-3%	4.8%	43%	-1%	11%
CC1(C)Cc2c(ccc3ccccc23)C(NNC(=O)c2cccnc2)=N1	-4%	i	-14%	-6%	-15%
COc1cccc(C(=O)Nc2ccc(F)c(F)c2F)c1	7%	0.2%	-9%	-18%	-13%
O=C(CC(O)(c1ccccc1)C(F)(F)F)c1cccs1 (stereo not given)	-12%	1.0%	11%	5%	2%
CC(C)n1c(SCC(=O)Nc2nncs2)nnc1-c1ccco1	-6%	·	-9%	-15%	·
O=C(NNC(=O)C1C2C=CC(C2)C1C(=O)O)c1ccccc1O (stereo not given)	5%	i	-2%	0%	5%
CC(C)NC(=O)NC(=O)COC(=O)c1ncc(Cl)c(Cl)c1Cl	-7%	0.2%	3%	-3%	-2%
COc1ccc(NC(=O)C2CCCN(S(=O)(=O)c3c(C)n[nH]c3C)C2)cc1OC (stereo not given)	-13%	0.5%	-3%	-1%	-5%
CC(=O)N(CN1C(=O)CCC1=O)c1ccc(Cl)c(Cl)c1	0%	i	10%	-1%	-1%
COc1ccc(/C(O)=C2/C(=O)C(=O)N(CCN3CCOCC3)C2c2ccc(C)cc2)cc1 (stereo not given)	-2%	i	1%	-1%	-1%
CCOc1cc(C)nc(NCCc2ccc(OC)c(OC)c2)n1	-5%	i	19%	-1%	-11%
